# PNC inhibitor = blocks assembly of the perinucleolar compartment. PC3M PTB-GFP, PNC prevalence imaging, 16 h; hits give low values. hit rate 3.1% among 140,000. activity change (PNC), negative = inhibition, % at 10 µM;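 active = readout at or below -70, meaning at least 70% loss of cells showing the perinucleolar compartment, a nuclear body marking cancer cells; inconclusive = readout between -30 and a set limit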;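 note: plate controls were DMSO wells for no effect and camptothecin positive control wells for full effect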
#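 PC3M cells stably expressing PTB-GFP, 750–1000 cells/well, treated 16 h at 37 °C with compound (23 nl of library stock), in duplicate. After paraformaldehyde fixation and Hoechst stain, imaged at 20x; PNC prevalence scored by image analysis.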
# 12-hLO inh = 12-hLO (ALOX12) enzyme inhibition; P18054; Potency, µM (top dose mostly 57.1 µM), inactives show top-dose activity change, negative = inhibition, most hits filed as inhibitors; purified 12-hLO, xylenol orange hydroperoxide absorbance; hit rate 0.12% among 150,000; note: potency is the fitted concentration of half-maximal effect; nearly all actives have a fitted effect of over 55% in size; many of its hits are not listed in these tables
#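 150 nM 12hLO, 25 mM Hepes pH 7.0 + 0.01% Triton X-100; cpd preinc 15 min RT; 40 uM arachidonic acid, 30 min RT; Fe-XO 30 min; A573/A405 ratio as read-out.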
# ALOX15B inhib = 15-hLO-2 (ALOX15B) enzyme inhibition | O15296 | purified 15hLO-2, xylenol orange hydroperoxide absorbance | Potency, µM (series often up to 57.1 µM), for inactives: at the highest dose activity change, negative = inhibition, actives largely listed as inhibitors | hit rate 0.56% among 110,000; note: potency is the fitted concentration of half-maximal effect; nearly all actives have a fitted effect of over 60% in size; many of its hits are not listed in these tables
# Target sequence (O15296 whole entry, looked up): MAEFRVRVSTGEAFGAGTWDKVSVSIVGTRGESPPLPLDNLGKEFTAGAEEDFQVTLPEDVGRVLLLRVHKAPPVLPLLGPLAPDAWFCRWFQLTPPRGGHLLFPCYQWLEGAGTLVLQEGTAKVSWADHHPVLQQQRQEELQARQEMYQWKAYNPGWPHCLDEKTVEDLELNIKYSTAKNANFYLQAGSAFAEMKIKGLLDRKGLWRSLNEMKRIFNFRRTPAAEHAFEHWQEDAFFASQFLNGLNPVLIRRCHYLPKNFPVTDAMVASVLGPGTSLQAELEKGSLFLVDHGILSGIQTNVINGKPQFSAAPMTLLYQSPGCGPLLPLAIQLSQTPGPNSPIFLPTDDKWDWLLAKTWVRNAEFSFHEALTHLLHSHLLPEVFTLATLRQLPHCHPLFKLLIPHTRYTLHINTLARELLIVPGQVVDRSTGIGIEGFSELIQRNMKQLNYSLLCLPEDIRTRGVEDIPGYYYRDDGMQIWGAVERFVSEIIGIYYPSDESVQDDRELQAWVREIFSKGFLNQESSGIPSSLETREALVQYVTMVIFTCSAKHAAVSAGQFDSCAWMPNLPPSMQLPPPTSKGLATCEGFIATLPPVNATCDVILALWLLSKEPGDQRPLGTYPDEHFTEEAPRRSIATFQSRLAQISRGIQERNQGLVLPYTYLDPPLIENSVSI
#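 Purified human 15hLO-2 (50 nM) preincubated 15 min with compound, then 45 uM arachidonic acid for 90 min at RT in 25 mM Hepes pH 7.5, 0.01% Triton X-100. Hydroperoxide detected by Fe-xylenol orange; 573/405 nm absorbance ratio.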
# IMPase inh = IMPase inhibition in cells; P97697; CHO-M1 cells, IP1 accumulation, HTRF TR-FRET ratio; inhibition (IP1 accumulation), % at 46.1 µM; 120,000 tested, under 10 active; AID 901; active = well fitted curve in the direction sought with a large enough effect in the signal ratio, not every such curve was filed as active; inconclusive = small, poorly fitted or top-dose-only effect, or a change in a side signal; inactive = no such curve, though single readings can be large or run the other way; the % refers to the signal ratio;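 note: cells stimulated with carbachol in lithium chloride buffer; plate controls were DMSO basal wells for no effect and reference inhibitor wells for full effect; higher means more IMPase inhibition seen as more IP1 and lower FRET ratio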
# Target sequence (P97697 whole entry, looked up): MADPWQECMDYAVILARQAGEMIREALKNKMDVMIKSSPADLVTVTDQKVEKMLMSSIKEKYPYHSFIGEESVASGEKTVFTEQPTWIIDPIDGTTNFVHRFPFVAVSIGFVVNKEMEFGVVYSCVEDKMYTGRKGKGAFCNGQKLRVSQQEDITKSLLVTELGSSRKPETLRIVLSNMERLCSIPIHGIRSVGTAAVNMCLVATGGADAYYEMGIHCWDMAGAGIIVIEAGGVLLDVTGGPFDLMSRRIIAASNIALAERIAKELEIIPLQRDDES
#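 Carbachol-driven Gq signalling in CHO-M1 cells (2000/well) generates IP1. Compounds that block IMPase raise IP1 and so reduce the FRET signal from Eu-anti-IP1 and d2-IP1 after a 10 min room-temperature lysis.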
# Numbers without * were called inactive; ? = inconclusive; nt = no result given; & = joins results of further samples; [ ] = another dose, or the depositor's remark. Unless noted, calls come from the whole dose curve; as a rule, active = well fitted curve in the direction sought with a large enough effect; inconclusive = small, poorly fitted or top-dose-only effect, or another doubt; inactive = no such curve, though single readings can be large; an effect the other way counts as inactive or inconclusive. Unless noted, % is set by controls: 0 for no effect and ±100 for the full control effect. A portion of the library, so the mix of outcomes need not match the whole.
PNC inhibitor,12-hLO inh,ALOX15B inhib,IMPase inh,structure
-27,5%,1%,3,Cc1ccc(-n2[nH]c(C)c(/C=N/c3ccccn3)c2=O)cc1
-7,2%,nt,nt,O=C(NC12CC3CC(CC(C3)C1)C2)c1ccc(-c2ccc(Cl)cc2)o1
6,2%,23%,6,O=C(NCC(c1cccnc1)N1CCN(c2ccccc2F)CC1)OCc1ccccc1 (stereo not given)
?,0%,nt,2,CCN(Cc1ccccc1)c1ccc(/C=N/NS(=O)(=O)c2ccc(C)c([N+](=O)[O-])c2)cc1
-6,3%,-6%,10,O=C(c1ccco1)N1CCN(S(=O)(=O)c2ccc3c(c2)CCN3C(=O)C2CC2)CC1
nt,-8%,?,nt,Cc1ccc2oc(=O)c3c4cc(O)c(O)cc4oc3c2c1
?,-1%,-1%,1,O=C(CSc1nnc(Cc2cc(=O)[nH]c(=O)[nH]2)n1-c1ccccc1)N1CCCC1
35,-3%,8%,7,COc1cc(C(=O)OCC(=O)c2c[nH]c3ccccc23)ccc1OCC(=O)N1CCOCC1
?,4%,nt,nt,O=C(COC(=O)c1cc(-c2cccc3ccccc23)nc2ccccc12)NC1CCS(=O)(=O)C1 (stereo not given)
42,1%,7%,-23,Cc1cc(C)nc(SCc2nnc(SCC(N)=O)n2Cc2ccco2)n1
21,0%,0%,3,O=C(COC(=O)/C=C/c1cnc2ccccc2n1)NCC(F)(F)F
28,1%,0%,5,CCc1cccc(CC)c1NC(=O)c1cccc(NC(=O)c2ccccc2)c1
7,3%,nt,nt,Cc1cc(NC(=O)c2cc(F)c(F)cc2Cl)no1
-8,2%,nt,-2,C=CCNC(=S)NNC(=O)c1csc(C)c1C
?,4%,nt,3,CCOC(=O)CCC(NC(=O)CCCCC(=O)NC(CCC(=O)OCC)C(=O)OCC)C(=O)OCC (stereo not given)
41,-15%,nt,-3,SC(COCc1ccccc1)CN1CCN(Cc2ccc3c(c2)OCO3)CC1 (stereo not given)
4,-7%,nt,nt,BrC(=C\c1ccccc1)/C=N/Nc1nc2ccccc2[nH]1
1,1%,14%,-1,Cc1[nH]n(-c2ccccc2)c(=O)c1C=Nc1cnc2ccccc2c1
?,-1%,7%,2,COc1ccc(CC(=O)NC(C)c2nnc(SCc3nc4ccccc4c(=O)[nH]3)n2C)cc1 (stereo not given)
nt,-2%,5%,nt,C[C@H]1C2=C3C(CC[C@H]4C(OCc5ccc(F)cc5C(F)(F)F)OC[C@](C)([C@@H]34)N(C(=O)OC(C)(C)C)C2)C(CO)C1CO (stereo not given in full)
25,-2%,4%,-3,Cc1cc2oc(=O)cc(Cn3ccnc3)c2cc1C
-26,-1%,4%,-4,Cc1cc(C)c(C)c(S(=O)(=O)NCc2cccnc2)c1C
-1,1%,nt,7,CC(C)(C)NC(=O)CN(C(=O)Cn1nnc(-c2ccccc2F)n1)c1cccc2c1CCCC2
-14,-10%,36%[activator],10,O=S(=O)(c1ccc2c(c1)OCCO2)N1CCC(c2nc3ccc(Cl)cc3[nH]2)CC1
15,-13%,6%,2,S=c1[nH]nc(C2COc3ccccc3O2)o1 (stereo not given)
-6,-4%,-6%,4,O=C(Nc1ccc2c(c1)OCO2)C1CC(c2ccc(Cl)cc2)=NO1 (stereo not given)
46,5%,nt,7,O=C(NC1CC2CCCC(C1)N2CC(=O)N1CCCc2ccccc21)C1CCCCC1 (stereo not given)
nt,-3%[11.4 µM],0%[11.4 µM],nt,NS(=O)(=O)c1cc2c(cc1Cl)N[C@H](Cc1ccccc1)NS2(=O)=O
27,-5%,nt,nt,C[C@@H]1CC[C@H]2C(=O)N3[C@@H](CC[C@@H](C)[C@@H]3c3ccc(Br)cc3)C(=O)N2[C@H]1c1ccc(Br)cc1
-17,1%,-3%,-6,COc1ccc(-n2c(=O)c3ccccc3n(CC(=O)NC3CCCCC3)c2=O)cc1
-8,-23%,-6%,3,COc1ccc(C(C)=O)cc1COC(=O)c1ccc2c(c1)OCO2
?,-6%,1%,-1,O=C(COC(=O)c1ccc(Br)o1)Nc1nc2ccccc2s1
17,-7%,-9%,-9,NC(=O)C[n+]1cccc2ccccc21
16,-2%,0%,-3,Cc1ccc2cc(CN(C(=O)c3cccnc3)C(C)C)c(=O)[nH]c2c1
?,-7%,-5%,-3,CC1(C)Cc2c(ccc3ccccc23)C(c2cc3ccccc3oc2=O)=N1
?,-1%,nt,-2,CC1(C)C(=O)OC(c2cccn2-c2ccc([N+](=O)[O-])cc2)C2(CCCCC2)C1=O (stereo not given)
0,-1%,2%,-11,CC(C)(C)n1ncc2c(=O)n(CC(=O)NCc3ccc(F)cc3)cnc21
21,-3%,0%[2.29 µM],3,CC12C(=O)N(c3nccs3)C(=O)C1C1C=CC2C1 (stereo not given)
-81*,-21%,-9%,2,CC(C)Oc1ccccc1C1CC(=O)Nc2cc3c(cc21)OCO3 (stereo not given)
93,13%,nt,-4,Cc1ccc(C(=O)Nc2cc(=O)n(C)c(=O)n2C)o1
?,2%,nt,18,CN(C)CCN(C(=O)c1cc(Cl)sc1Cl)c1nc2ccc(F)cc2s1
?,-12%,nt,-1,Cc1nn(Cc2ccc(Cl)cc2)c(C)c1NC(=O)c1c(-c2ccccc2)noc1C
19,-1%,nt,nt,O=S(=O)(c1ccc(NC(=S)Nc2ccccc2)cc1)N1CCOCC1
?,-2%,nt,nt,CCOC(=O)c1cc(-c2ccccc2)n(CCC(=O)N2CCN(c3ccccn3)CC2)c1C
86,4%,nt,nt,CC(C)CN(C(=O)CN1CCN(S(=O)(=O)c2ccccc2)CC1)c1c(N)n(CC(C)C)c(=O)[nH]c1=O
2,6%,nt,nt,O=C(CCSc1nc2ccccc2s1)N/N=C/c1c(O)ccc2ccccc12
?,-14%,?,0,O=c1cc(CO)oc(C(Nc2ccccn2)c2ccc(F)cc2)c1O (stereo not given)
nt,-1%,3%,nt,COC(=O)c1ccc(C(/C=C/[C@@H](C)C(=O)N(C)Cc2ccccc2)NC(=O)OCc2ccccc2)cc1 (stereo not given in full)
52,-8%&-1%,?,nt,Cn1c(N)c(C(=O)COC(=O)c2cc(-c3ccco3)nc3ccccc23)c(=O)n(C)c1=O
20,16%,-1%,8,CCOC(=O)c1ccc(NC(=O)CCC(=O)OC)cc1

# More structures:
PNC inhibitor,12-hLO inh,ALOX15B inhib,IMPase inh,structure
?,-2%,1%,0,O=C(CN1CCCN(Cc2ccc(F)cc2Cl)C1=O)NCc1ccccc1
0,-4%,nt,15,CCOC(=O)c1ccc(N2CN(CCc3ccccc3)CNC2=S)cc1
?,4%,-12%,?,Cc1cccc(OCc2nnc(SCC(=O)Nc3cc(C)on3)n2C)c1
-116*,1%,nt,nt,O=C(COc1ccccc1-c1ccccc1)N/N=C/c1ccc2ccccc2c1
?,4%,nt,nt,COc1ccc(NC(=O)CN(c2ccc([N+](=O)[O-])cc2)S(=O)(=O)c2ccccc2)cc1
?,2%,nt,-3,Cc1ccccc1NC(=O)CCN1C(=O)CSC1=O
-6,-4%,-16%,5,CCOC(=O)c1c(C)[nH]c(C(=O)OCC(=O)Nc2cc(Cl)ccc2OC)c1C
25,0%,15%,4,COc1cccc(C2C(C(=O)OCc3ccccc3)=C(C)Nc3ncnn32)c1OC (stereo not given)
-25,1%,nt,2,CC1=C(C(=O)Nc2ccccc2C)C(c2ccc(C)o2)NC(=S)N1 (stereo not given)
?,-3%,1%,4,Cc1ccc(S(=O)(=O)N2CCOCC2)cc1C(=O)O
29,5%,2%,0,Cc1cccc(OCc2nc3ccccc3c(=O)n2N)c1
-18,-4%,-14%,0,CSc1nsc(SCC(=O)N2CCN(c3ccccc3)CC2)n1
-10,4%,nt,4,CC(C)Oc1ccc(Cn2c(=O)sc3ccccc32)cc1
?,-2%,nt,-6,COc1ccc(C2NC(=O)c3ccccc3O2)cc1OC (stereo not given)
7,-2%,nt,2,O=C(CNC1=NCCC1)c1ccc(Cl)cc1
14,3%,3%,6,CCCCC(=O)Nc1cc(N(C)C)nc2ccccc12
?,7%,-27%,-17,COc1cc(/C=C(/C#N)C(=O)NCCc2c[nH]c3ccccc23)ccc1OCc1ccccc1F
-100*,1%,nt,-4,CCOc1cc2[nH]c(=O)n(CCCCC(=O)N3CCCCCC3)c(=O)c2cc1OCC
?,-6%,1%,-4,CCOC(=O)CN1CC23C=CC(O2)C(C(=O)NCc2ccc(F)cc2)C3C1=O (stereo not given)
?,3%,nt,nt,Cc1cccc(OCc2nnc(SCC(=O)Nc3cccc(C(=O)N4CCOCC4)c3)o2)c1C
-17,-1%,nt,8,O=C(CSc1ccsc1[N+](=O)[O-])N1CCN(c2ccc(Cl)cc2)CC1
?,-2%,-6%,-7,COc1ccccc1OCC(O)Cn1nc(C)cc1C (stereo not given)
28,-1%,nt,0,O=C(NNC(=O)C1CC1c1ccccc1)c1cccc([N+](=O)[O-])c1 (stereo not given)
27,-2%,nt,nt,Cn1cc(/C=N/NC(=O)c2cccc([N+](=O)[O-])c2)c2ccccc21
?,-2%,nt,-11,Cc1cc(C)nc(SCC(=O)Nc2ncc(Cc3cccc(Cl)c3Cl)s2)n1
-23,?,13µM*,4,CCOc1cc(/C=C2\SC(=S)N(Nc3ccccc3)C2=O)ccc1O
21,0%,nt,nt,Cc1ccc(C(=O)Nc2sc(C(=O)N(C)C)c(C)c2C#N)cc1
?,-5%,-5%,-15,O=C1CCC(=O)N1CN(C(=O)c1ccco1)c1ccc(Cl)c(Cl)c1
22,-4%,5%,-6,COc1ccc(-c2cc(C(F)(F)F)nc(SCCC(=O)Nc3cc(C)on3)n2)cc1
-8,4%,1%,-7,N#CCCn1ncn(-c2ccccc2)c1=S
?,-1%,1%,11,CCCCn1c(SCC(=O)Nc2ccccc2C(F)(F)F)nc2ccsc2c1=O
-3,1%,nt,nt,COc1ccc2oc(=O)c(-c3csc(Nc4ccc(O)cc4)n3)cc2c1
-26,0%,nt,nt,Cc1ccc(S(=O)(=O)N2CCC(=O)N(C(COCc3ccccc3)Cc3ccccc3)CC2)cc1 (stereo not given)
nt,0%,-10%,nt,O=C(Nc1cccc(F)c1)N1CCCC2(CCN(S(=O)(=O)c3ccccc3)CC2)C1
26,-10%,14%,-8,COC(=O)c1sc(NC(=O)c2cc3c(s2)CCCC3)nc1C
?,2%,nt,4,Cc1cc(C(=O)NN=C2CCCCC2)c2ccccc2n1
0,-15%,nt,5,O=[N+]([O-])c1cccc(/C([O-])=C(/C(=S)Nc2cccc3ccccc23)[n+]2ccccc2)c1
?,-3%,10%[2.29 µM],-8,O=C(Nc1ccc(N2CCCCC2)cc1)c1ccc(F)cc1
64,-26%,4%,0,Cc1ccc(-c2cc3nn(-c4ccccc4)c(N)c3c(=O)o2)cc1

# Assay outcomes deposited in PubChem by National Center for Advancing Translational Sciences (NCATS).
